Source: PubChem
PKA-R1A activ = activates the PKA-R1A holoenzyme complex. P00514+P68181. PKA-R1A dissociation, Cy5-IP20 fluorescence polarization; scaled: DMSO 0%, 113 µM cGMP 100%. activation, % at 11.4 µM. 340,000 tested, 0.083% active. AID 504707;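 active = percent activation above the mean of all tested compounds plus 3 SD, cut at about 19% in these data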;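 also: higher means more PKAc released from R1A so a rise in polarization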
CDK5 p35 inh = CDK5/p35 (human) kinase inhibition; AID 488839; 330,000 tested, 0.01% active; Q00535+Q15078; Recombinant CDK5/p35, ADP-Glo luminescence, 60 min; inhibition, % at 10 µM;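 active = highest replicate inhibition of at least 50% and at least 75% of replicates reaching 50%; inconclusive = only one of the two criteria met; inactive = both criteria failed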;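 also: plate controls were DMSO neutral control for no effect and GW8510 at 10 µM for full effect; many of its hits are not listed in these tables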
Target sequence (Q00535 whole entry, looked up): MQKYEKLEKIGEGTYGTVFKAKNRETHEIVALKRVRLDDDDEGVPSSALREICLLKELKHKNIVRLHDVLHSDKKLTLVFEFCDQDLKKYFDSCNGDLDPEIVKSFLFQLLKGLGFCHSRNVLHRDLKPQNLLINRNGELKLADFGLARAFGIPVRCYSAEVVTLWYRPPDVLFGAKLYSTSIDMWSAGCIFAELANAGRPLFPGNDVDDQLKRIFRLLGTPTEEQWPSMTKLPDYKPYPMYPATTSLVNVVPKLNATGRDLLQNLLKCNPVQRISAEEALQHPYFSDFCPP
Target sequence (Q15078 whole entry, looked up): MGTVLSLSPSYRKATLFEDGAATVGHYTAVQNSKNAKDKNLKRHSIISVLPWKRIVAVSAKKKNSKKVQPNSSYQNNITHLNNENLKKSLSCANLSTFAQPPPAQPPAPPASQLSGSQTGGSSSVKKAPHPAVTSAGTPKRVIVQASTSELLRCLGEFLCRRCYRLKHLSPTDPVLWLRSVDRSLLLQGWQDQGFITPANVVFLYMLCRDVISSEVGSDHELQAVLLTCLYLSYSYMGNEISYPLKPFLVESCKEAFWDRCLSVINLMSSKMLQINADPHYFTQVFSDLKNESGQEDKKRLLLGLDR
AddAB inh = less growth of phage-infected E. coli with AddAB; E. coli expressing H. pylori AddAB, absorbance growth; inhibition, % at 11.9 µM; 330,000 tested, 0.29% active; in the data active = inhibition above about 12%;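 also: 0% = vehicle wells of infected cells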
HTR5A ag ctr = HTR5A agonism, opioid heterodimer counter-screen | HTR5A agonist assay, luminescence, cell-based | activation, % at 9.3 µM | 340,000 tested, 0.61% active | AID 504692; in the data active = activation mostly above about 9.5%, no sharp cut-off; inactive = mostly below about 7.6%;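 also: 0% = cells with vehicle only and 100% = reference agonist; strong numbers were not always called active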
phage Ecoli inh = E. coli growth loss with phage present; inhibition, % at 11.9 µM; AID 651602; 360,000 tested, 0.26% active; growth absorbance; in the data active = inhibition above about 11%
Ecoli viability = counter-screen for AddAB inhibitors: E. coli growth inhibition; E. coli V3065 growth, OD600 absorbance, 18 h; AID 449728; inhibition, % at 11.9 µM; 330,000 tested, 0.27% active;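 active = inhibition above the campaign's mean inhibition across all tested compounds plus 3 SD, cut at about 9.9% in these data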;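 also: uninfected addAB+ strain grown without phage in ampicillin broth; 0% = DMSO wells and 100% = ciprofloxacin 0.95 µg/ml wells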
Tat export inh = blocks Tat-dependent protein export in E. coli. E. coli MC4100 TorA-mCherry Tat export, fluorescence. inhibition, % at 10 µM. 340,000 tested, 0.036% active. AID 488895;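 active = mean replicate inhibition at least 50% and at least half of replicates individually reaching 50%; inconclusive = only one of the two criteria met; inactive = neither criterion met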;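 also: exported cargo escapes ClpAP degradation while cytoplasmic cargo is degraded and loses fluorescence; 0% = median of neutral control wells and 100% = median of NaSCN control wells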
SUMO Mot1 rescue = inhibitors of SUMOylation pathway: yeast Mot1-301 growth rescue. S. cerevisiae Mot1-301 growth rescue, ATP luminescence, 38.5C; percent above DMSO median, 100 means doubled. growth rescue, % at 18.8 µM. 320,000 tested, 1% active;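 active = every valid replicate shows activation above 250% relative to neutral control wells; inactive = the rest, any valid replicate at or below 250%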;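 also: OY570 slx delta 5 strain wells were the positive control but not used for scaling; some compounds called inactive have numbers as strong as hits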
PKA-R2B act = activators of human PKA-R2B complex; P22694+P31323; PKA-R2B holoenzyme dissociation, Cy5-IP20 fluorescence polarization; R2B truncated from residue 108, S112A mutant; 0% DMSO only, 100% 113 µM cGMP; activation, % at 11.4 µM; 340,000 tested, 0.079% active;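 active = activation above a cutoff set at the mean over all compounds plus 3 SD, cut at about 18% in these data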;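 also: higher means more holoenzyme dissociation and a rise in polarization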
Target sequence (P31323 whole entry, looked up, other chains not shown, the tested form may be a part): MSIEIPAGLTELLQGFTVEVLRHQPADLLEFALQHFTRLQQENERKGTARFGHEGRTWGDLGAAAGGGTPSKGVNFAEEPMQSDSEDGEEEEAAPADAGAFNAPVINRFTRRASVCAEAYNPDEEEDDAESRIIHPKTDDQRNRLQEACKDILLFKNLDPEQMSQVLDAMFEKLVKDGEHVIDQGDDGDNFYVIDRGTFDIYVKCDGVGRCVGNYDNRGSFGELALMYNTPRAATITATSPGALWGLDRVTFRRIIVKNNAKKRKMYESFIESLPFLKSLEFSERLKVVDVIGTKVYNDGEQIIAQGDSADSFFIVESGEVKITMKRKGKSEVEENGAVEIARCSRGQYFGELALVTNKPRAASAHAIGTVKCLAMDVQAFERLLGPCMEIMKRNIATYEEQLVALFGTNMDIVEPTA
DAGLB inhibitor = blocks human DAGLB lipase activity. inhibition, % at 5.17 µM. HEK293T DAGLB membrane lysate, EnzChek fluorogenic substrate. AID 504411. 340,000 tested, 0.059% active; in the data active = inhibition above about 34%;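 also: 0% = enzyme with vehicle and 100% = wells lacking enzyme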
HTR5A inv ctr = counter-screen for OPRM1-OPRD1 inverse agonists: human HTR5A inverse agonism | AID 504634 | inhibition, % at 9.3 µM | HTR5A cell line, luminescence | P47898 | 340,000 tested, 0.083% active; in the data active = inhibition mostly above about 23%, no sharp cut-off; inactive = mostly below about 18%;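 also: 0% = cells with DMSO and 100% = no-cell wells with DMSO; some compounds called inactive have numbers as strong as hits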
Numbers without * were called inactive; u = inconclusive; x = not tested or not shown; & = joins results of further samples.

Value order: PKA-R1A activ	CDK5 p35 inh	AddAB inh	HTR5A ag ctr	phage Ecoli inh	Ecoli viability	Tat export inh	SUMO Mot1 rescue	PKA-R2B act	DAGLB inhibitor	HTR5A inv ctr
CCOC(=O)C1CCCN(CCC(=O)Nc2ccc(Br)cc2)C1 (stereo unspecified)
 : -2	-1.3	1.2	0	5.2	0.3	0	-1	-2	1	-15
CCONC(=NC)c1nonc1N
 : -11	-3.4	3.0	-3	1.9	0.3	13	x	-15	0	8
C/C(CCC1CC(C)(C)OC1=O)=N\NC(N)=S (stereo unspecified)
 : 2	0.6	1.1	-1	1.3	-1.2	-2	-7	3	-2	-30
COc1cc2c(C#N)c(N3CCCC3)nc(N)c2c(N)n1
 : 3&-2	0.1&-0.1	1.6&-0.3	-2&1	1.0&-1.5	0.8&-2.1	-1&5	-15&67	2&-1	0&-3	14&-9
Cc1onc(-c2c(F)cccc2Cl)c1C(=O)N1C=CC(C(F)(F)F)=NCC1
 : 3	-0.8	2.5	-1	0.3	-1.1	1	10	-8	-1	-11
CCc1nn(C(CC)C(=O)NCCc2ccc(OC)cc2OC)c(=O)c2cc3occc3n12 (stereo unspecified)
 : -3	-1.4	2.4	-2	2.1	-1.8	-3	1	-5	1	-17
Cc1cc(C)n2nc(SCc3cc(=O)oc4ccc5ccccc5c34)nc2n1
 : -7	-1.4	2.0	3	2.9	0.0	3	-4	2	-1	16
COc1ccc(CC(=O)Nc2ccc3c(c2)CCC3)cc1OC
 : -5	-1.1	7.4	1	3.3	0.2	-5	11	-2	0	5
COC(=O)[C@H](Cc1c[nH]c2ccccc12)NCc1cccc(B(O)O)c1
 : 10	0.7	x	2	3.5	x	-2	x	7	2	-7
O=C(CCCCCn1c(=O)[nH]c2ccsc2c1=O)NCc1ccc2c(c1)OCO2
 : 1	-2.0	1.5	-1	2.9	-1.2	0	-9	-9	-1	3
N#Cc1c(N)c(C#N)c(-c2ccc3c(c2)OCO3)c2c1CCCC2
 : -16	-9.7	0.0	-1	1.7	-1.5	26	24	-5	-6	-11
CC1C(C#N)=C(SCC(N)=O)NC2=C1C(=O)CC(C)(C)C2 (stereo unspecified)
 : 0	2.5	0.9	-1	2.2	-1.3	-3	-11	9	1	4
CC(C)NCCOCCOc1ccccc1F
 : -9	-0.9	5.5	5	1.8	2.0	1	x	2	-1	1
CC(=O)Nc1ccc(NC(=O)c2cc(-c3cc(C)cc(C)c3O)n[nH]2)cc1
 : -1	-0.1	-1.0	0	0.7	1.4	-14	5	6	3	-1
Cc1ccccc1N=C1NC(=O)CC(c2ccccc2)S1 (stereo unspecified)
 : 2	-1.9	4.5	5	5.6	0.5	10	-2	0	2	-14
Cc1cccc(-c2csc(NC(=O)c3cnccn3)c2C(=O)OC(C)C)c1
 : 9	-2.1	0.2	1	0.3	-0.1	5	82	-10	-9	18
Cc1cccc(N2CCN(S(=O)(=O)c3ccc(-c4coc(C)n4)cc3)CC2C)c1 (stereo unspecified)
 : -12	1.1	-2.5	-1	3.2	-1.6	2	-5	-2	-3	-14
CCOCCCNC(=S)NCCCNc1nc2c(C)cc(C)cc2cc1C#N
 : -11	-3.9	x	0	-0.2	x	8	x	0	1	2
Cn1nc(C(=O)OCC(=O)N(Cc2ccccc2)C(C)(C)C)c2ccccc2c1=O
 : -12	-1.4	x	1	3.7	x	20	x	-8	-1	20
CCCCn1c(SCC(=O)Nc2nc(C)cs2)nnc1-c1cccnc1
 : 3	-0.6	x	6	2.2	x	-5	x	-7	-2	-25

The list goes on (5 carried over from the part before).
Value order: PKA-R1A activ	CDK5 p35 inh	AddAB inh	HTR5A ag ctr	phage Ecoli inh	Ecoli viability	Tat export inh	SUMO Mot1 rescue	PKA-R2B act	DAGLB inhibitor	HTR5A inv ctr
Cc1cccc(-c2csc(NC(=O)c3cnccn3)c2C(=O)OC(C)C)c1
 : 9	-2.1	0.2	1	0.3	-0.1	5	82	-10	-9	18
Cc1cccc(N2CCN(S(=O)(=O)c3ccc(-c4coc(C)n4)cc3)CC2C)c1 (stereo unspecified)
 : -12	1.1	-2.5	-1	3.2	-1.6	2	-5	-2	-3	-14
CCOCCCNC(=S)NCCCNc1nc2c(C)cc(C)cc2cc1C#N
 : -11	-3.9	x	0	-0.2	x	8	x	0	1	2
Cn1nc(C(=O)OCC(=O)N(Cc2ccccc2)C(C)(C)C)c2ccccc2c1=O
 : -12	-1.4	x	1	3.7	x	20	x	-8	-1	20
CCCCn1c(SCC(=O)Nc2nc(C)cs2)nnc1-c1cccnc1
 : 3	-0.6	x	6	2.2	x	-5	x	-7	-2	-25
CC1=NN(C(=S)Nc2ccccc2)C(c2ccccc2)C1 (stereo unspecified)
 : -6	0.6	0.0	-4	3.4	1.5	2	25	-14	-1	1
CC(=O)Nc1ccc(S(=O)(=O)Nc2ccc3c(c2)OCO3)cc1
 : 3	1.6	-0.2	0	2.6	2.1	-4	8	1	2	-8
O=S(=O)(NN1CCOCC1)c1cc(Cl)cc(Cl)c1O
 : 0	0.1	-2.1	-1	1.1	0.2	4	9	-6	2	5
CC1CCc2c(sc3nc(CSc4n[nH]c(N)n4)[nH]c(=O)c23)C1 (stereo unspecified)
 : -1	-1.8	5.3	-1	3.3	1.9	-6	9	1	6	1
O=C(Nc1nnc(-c2ccccc2)o1)c1ccc(Cl)cc1
 : -2	1.1	13*	0	24*	7.2	-13	x	-10	2	-5
CC1CCc2[nH]c3ccc(C(=O)N4CCCC(C(F)(F)F)C4)cc3c2C1 (stereo unspecified)
 : -9	2.1	0.0	-5	3.7	-2.2	-8	-23	-23	-2	13
CCSc1nc2nccnc2c(=O)[nH]1
 : 17	-0.6	x	1	1.0	x	2	x	4	0	-3
CCCn1c2ccc(F)cc2c2nnc(NN)nc21
 : -8	2.0	0.2	-1	2.7	-0.4	-3	x	3	3	-30
Cc1oc(C)c(C(=O)Nc2ccc(CC(=O)O)cc2)c1C(=O)Nc1ccc(CC(=O)O)cc1
 : 0	0.2	1.0	3	2.4	0.3	-6	14	2	1	18
N/C(=N\OC(=O)CCc1ccccc1)c1cccnc1
 : 3	-0.2	3.4	5	1.7	2.3	-7	-11	5	-4	7
O=c1ccc(S(=O)(=O)N2CCCC2)cn1Cc1ccc(F)cc1
 : -10	0.6	-1.3	-2	-0.1	-2.1	-3	47	-16	-2	6
CC(Sc1nnc(-c2cc3ccccc3o2)n1-c1ccccc1)C(=O)O (stereo unspecified)
 : -12	1.7	2.9	0	1.4	-0.5	1	4	-4	3	-1
COc1ccc(C2CC(c3cccs3)=NN2C(=O)CSc2nncs2)cc1OC (stereo unspecified)
 : -1	-8.8	3.9	0	2.2	1.2	2	-18	-2	1	23
Cc1ccc2cc(CCNC(=O)C(=O)c3c(C)[nH]c4ccccc34)c(=O)[nH]c2c1
 : 2	-1.0	2.5	-2	2.5	-2.8	u	15	-6	1	6
Cc1ccc(C(=O)C(OC(=O)COc2ccccc2C)c2ccccc2)cc1 (stereo unspecified)
 : -3	0.9	1.4	-1	0.5	-0.4	0	-13	-9	-18	21
COc1ccc(CC(=O)Oc2ccccc2C)cc1
 : 3	-0.6	2.9	-1	-0.2	0.1	1	2	0	-10	3
Cc1ccc(-c2nnc(-c3ccc(NC(=O)c4ccco4)cc3)o2)cc1
 : -5	1.9	2.5	-1	0.5	-0.5	-12	-7	-8	1	4
CC(C)(C)C(=O)NC(=C(Cl)Cl)P(=O)(O)O
 : -7	-2.7	2.1	-1	-0.6	-0.2	6	0	2	-2	-14
COc1cc2c(cc1OC)[C@@H]1Cc3cc4c(cc3[C@H](C2)N1C)OCO4
 : 3	1.4	2.7	-2	1.6	-1.3	5	3	-3	2	8
Clc1ccc(-n2ncc3c(NCCN4CCOCC4)ncnc32)cc1
 : -15	1.1	3.5	2	1.8	-0.6	2	21	-12	-2	-4

Two compounds drawn at random from those above:
Value order: PKA-R1A activ	CDK5 p35 inh	AddAB inh	HTR5A ag ctr	phage Ecoli inh	Ecoli viability	Tat export inh	SUMO Mot1 rescue	PKA-R2B act	DAGLB inhibitor	HTR5A inv ctr
Cc1ccc(C(=O)C(OC(=O)COc2ccccc2C)c2ccccc2)cc1 (stereo unspecified)
 : -3	0.9	1.4	-1	0.5	-0.4	0	-13	-9	-18	21
C/C(CCC1CC(C)(C)OC1=O)=N\NC(N)=S (stereo unspecified)
 : 2	0.6	1.1	-1	1.3	-1.2	-2	-7	3	-2	-30

Additional compounds follow.
Value order: PKA-R1A activ	CDK5 p35 inh	AddAB inh	HTR5A ag ctr	phage Ecoli inh	Ecoli viability	Tat export inh	SUMO Mot1 rescue	PKA-R2B act	DAGLB inhibitor	HTR5A inv ctr
COc1ccc(C(=O)COC(=O)c2cc(S(=O)(=O)N3CCCCC3)ccc2N2CCOCC2)c(OC)c1
 : -2	0.7	-0.2	5	-0.2	1.5	12	4	-6	-8	-12
COc1cc(CN=Cc2c(O)n(Cc3ccccc3)c(=S)[nH]c2=O)cc(OC)c1
 : 0	1.2	0.5	1	1.8	-0.5	-11	5	0	3	3
CCCn1c(N)c(N2CCCCC2)c(=O)n(CC(=O)Nc2ccc(C(C)=O)cc2)c1=O
 : 13	0.6	1.0	-1	1.1	-1.0	3	4	-5	-2	-1
CCOc1ccc(NC(=O)[C@H](C)NC(=O)C2CC(=O)N(c3ccc(OC)cc3)C2)cc1 (stereo partly specified)
 : 5	0.3	2.5	1	1.3	-1.9	6	1	-4	0	-11
Cn1c(CNC(=O)CCNC(=O)c2ccccc2)cc(=O)n(C)c1=O
 : -3	x	3.1	-4	2.0	0.3	-5	11	6	2	3
CCC(C)OC(=O)C1=C(C)NC(=O)NC1c1ccc(F)cc1 (stereo unspecified)
 : 7	2.3	1.8	-1	2.2	2.0	3	-14	-2	-2	4
c1cc(SSc2ccncc2)ccn1
 : 2	1.1	-0.4	-2	1.5	0.2	-2	-23	-9	-4	8
Cc1ccc(NC(=O)CN(Cc2ccccc2)S(C)(=O)=O)cc1C
 : 0	0.0	1.6	3	0.7	-0.2	2	3	0	-5	-15
COC(=O)N1CC(=O)N(OC)C1c1ccc(Cl)cc1Cl (stereo unspecified)
 : -3	0.8	4.3	-1	1.2	1.9	5	-4	-5	1	3
Cc1ccc(SC(C)C(=O)N2CCN(c3ccccc3)CC2)cc1 (stereo unspecified)
 : -5	-1.1	2.8	-4	0.8	3.0	1	2	8	-6	15
